Myeloid diff 2 – induction of myeloid progenitor differentiation, primary screen, cell-based, flow cytometry, MLPCN library; AID 624256, 2012; calls only at 10 µM; ER-HoxA9 myeloid progenitors, lysozyme-GFP differentiation; actives 1% (n = 360,000);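 active means normalized GFP-positive differentiation at or above the plate's own cutoff, the solvent-only control mean plus 3 SD; inconclusive means no clear call, values can overlap the other calls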;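 further: cells exposed to compound for four days before flow analysis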
GPR55 LPI antagonism – GPR55 antagonists blocking LPI-driven arrestin recruitment, primary screen, imaging, U2OS, beta-arrestin-GFP, LPI agonist (AID 2013); G-protein coupled receptor 55 (Homo sapiens); U2OS GPR55 beta-arrestin-GFP translocation imaging, LPI antagonism; higher % means a stronger effect; inhibition, % at 10 µM, or IC50 in µM where a hit was titrated; actives 0.13% (n = 290,000);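 active means spots per cell inhibited over 60%, with over 100 cells counted and total cytoplasm intensity under 500,000; inconclusive means wells with under 100 cells, flagged as likely toxic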;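 further: U2OS cells stably carrying GPR55 and arrestin-GFP stimulated by 5 µM LPI near EC80; imaged beta-arrestin-GFP aggregate spots per cell after agonist stimulation; plate controls were LPI-stimulated DMSO wells for no effect and DMSO wells without LPI for full effect; some results filed as inactive read as strong as hits; confirmed hits need IC50 under 10 µM and bright autofluorescent wells are also inconclusive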
Siah-1 displacement – Siah-1 peptide-binding antagonists, primary screen, biochemical, fluorescence polarization, rhodamine-plectin, uHTS (AID 1817) | E3 ubiquitin-protein ligase SIAH1 (Homo sapiens) | Siah-1 / rhodamine-plectin peptide fluorescence polarization; higher % means a stronger effect | one-dose displacement, % at 20 µM; IC50 in µM for titrated hits | actives 0.02% (n = 290,000);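 active means displacement of at least 50% at 20 µM, with a fluorescence ratio check between 0.3 and a set limit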;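 further: plate controls were Siah plus tracer with DMSO for no effect and tracer alone without Siah for full effect; strong numbers were not always called active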
NTR1 ag – agonists of NTR1, primary screen, imaging, U2OS cells, beta-arrestin-GFP, high content (AID 493036) | NTR1-U2OS beta-arrestin-GFP spot imaging, agonist mode | activation, % at 20 µM | actives 0.17% (n = 330,000);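 active means activation at or above 40% of the spot to cytoplasm intensity ratio, with at least 20 cells analyzed; inconclusive means wells under 20 cells, flagged as cytotoxic or low count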;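 further: 0% = DMSO without peptide and 100% = 100 nM NTR1 peptide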
Target sequence (P30989 whole entry, looked up): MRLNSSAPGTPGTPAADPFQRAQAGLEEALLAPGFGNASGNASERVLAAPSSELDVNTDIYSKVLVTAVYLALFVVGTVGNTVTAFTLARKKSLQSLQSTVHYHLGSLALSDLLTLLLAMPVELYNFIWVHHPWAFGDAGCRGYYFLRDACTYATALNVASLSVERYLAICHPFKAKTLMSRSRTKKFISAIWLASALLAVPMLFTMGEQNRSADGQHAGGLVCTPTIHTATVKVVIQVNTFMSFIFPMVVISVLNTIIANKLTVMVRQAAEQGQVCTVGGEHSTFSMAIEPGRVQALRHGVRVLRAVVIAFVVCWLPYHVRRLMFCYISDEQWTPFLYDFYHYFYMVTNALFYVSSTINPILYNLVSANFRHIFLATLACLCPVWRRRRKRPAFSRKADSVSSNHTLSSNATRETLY
HIV peptide binding – inhibitors of HIV fusion peptide binding, primary screen, biochemical, uHTS, fluorescence dequenching (AID 1986); inhibition, % at 20 µM; hits with a dose series show IC50 in µM; cell-free peptide binding, fluorescence dequenching, 30 min; higher % means a stronger effect; actives 0.3% (n = 290,000); in the data active means inhibition mostly above about 52%, no sharp cut-off; inactive means mostly below about 76%; further: some results filed as inactive read as strong as hits
GPR35 antagonists – GPR35 antagonists blocking zaprinast-driven arrestin recruitment, primary screen, imaging, U2OS, beta-arrestin-GFP, zaprinast agonist (AID 2058) | U2OS GPR35 beta-arrestin-GFP translocation imaging, zaprinast antagonism; higher % means a stronger effect | inhibition, % at 10 µM; hits with a dose series show IC50 in µM | actives 0.052% (n = 290,000);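 active means inhibition of at least 50% with at least 30 cells and total cytoplasm GFP at most 10,000,000; inconclusive means under 30 cells or total GFP of 10,000,000 plus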
MgcRacGAP inhibition – MgcRacGAP GTPase-activating activity inhibitors, confirmation, biochemical, ADP Hunter fluorescence. MgcRacGAP-stimulated Rac1 GTP hydrolysis, ADP Hunter fluorescence; higher % means a stronger effect; GST-tagged Rac1 F28L mutant substrate. Rac GTPase-activating protein 1 (Homo sapiens). AID 624330, 2012. actives 0.6% (n = 340,000). inhibition, % at 30 µM; hits with a dose series show IC50 in µM;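 active means first-screen hits whose inhibition reached a set limit at any dose in the follow-up dose series; inconclusive means inhibition above the set first-screen limit but never retested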;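 further: fluorescence reports GDP produced by GAP-driven GTP hydrolysis; strong numbers were not always called active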
Salmonella PhoP GFP – inhibitors of PhoP regulon expression, primary screen, Salmonella Typhimurium, GFP reporter (AID 1863). S. Typhimurium PhoP-regulated promoter GFP reporter, 4 h; higher % means a stronger effect. actives 0.16% (n = 300,000). inhibition, % at 50 µM, or IC50 in µM where a hit was titrated;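 active means inhibition over 29.93%, a cutoff 3 SD above the screen mean, later confirmed by dose response; inconclusive means inhibition over 29.93% but no dose response follow-up; inactive means inhibition at most 29.93% or unconfirmed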;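 further: 0% = low Mg2+ inducing control and 100% = high Mg2+ repressing control; strong numbers were not always called active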
LYP phosphatase – inhibitors of LYP phosphatase, biochemical, fluorescence intensity, uHTS (AID 1779); recombinant LYP phosphatase, fluorescence intensity; higher % means a stronger effect; inhibition, % at 11.5 µM, or IC50 in µM where a hit was titrated; Tyrosine-protein phosphatase non-receptor type 22 (Homo sapiens); actives 0.054% (n = 290,000); in the data active means inhibition above about 50%;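 further: plate controls were vehicle with enzyme for no effect and no enzyme for full effect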
NTR1 ag cell count 20 µM – second read-out of NTR1 ag, no call of its own (marks repeat the call); cell count; measured here: cell count, cytotoxicity flag
Myeloid diff 2 GFP+ MAC1+ % – further read-out of Myeloid diff 2, marked with its call; GFP+ MAC1+ double positive, %; measured here: differentiation confirmed by MAC1 staining
Starred values were filed as active, the others as inactive; i = inactive; ? = inconclusive; . = no result given.

SMILES	Myeloid diff 2	Myeloid diff 2 GFP+ MAC1+ %	GPR55 LPI antagonism	Siah-1 displacement	NTR1 ag	NTR1 ag cell count 20 µM	HIV peptide binding	GPR35 antagonists	MgcRacGAP inhibition	Salmonella PhoP GFP	LYP phosphatase
O=C(CN1C(=O)NC2(CCCC2)C1=O)N1CCN(S(=O)(=O)c2ccccc2F)CC1	i	0.6	14%	7%	0.3	57	0.9%	-2%	4%	-3%	-9%
CCOC(=O)c1c(C)[nH]c(C)c1S(=O)(=O)N1CCOCC1	i	2.4	9%	4%	-0.3	60	-0.2%	5%	11%	3%	-5%
COc1cc(OC)cc(C(=O)Nc2ccc3c(c2)COC3=O)c1	i	5.2	8%	0%	-0.3	43	-2.5%	-5%	5%	-10%	-1%
O=C(CSc1ccccc1)N1CCc2ccccc21	i	1.2	0%	2%	0.0	55	-2.9%	4%	8%	3%	-6%
Cc1cc(C)nc(NC(=O)c2ccccc2O)n1	i	0.4	-3%	-6%	-0.9	92	-2.7%	18%	.	7%	-4%
Cc1cccc(NC(=O)NC(=S)NC(=O)c2ccccc2)c1	i	0.3	6%	8%	4.7	50	2.8%	-11%	6%	-7%	3%
CCc1nnc(SCc2ccc(OC(C)C)cc2)n1N	i	0.4	-17%	3%	-0.4	61	-2.6%	-6%	-2%	-2%	-4%
C=CCNc1ncnc2c1[nH]c1ccc(Cl)cc12	i	1.4	-8%	2%	3.5	78	-0.1%	8%	20%	137µM*	-9%
CCOc1ccc(NC(=O)c2cc(S(=O)(=O)N3CCOCC3)cn2C)cc1	i	1.0	-5%	18%	-0.3	103	1.3%	13%	5%	.	-18%
CC1CCN(Cc2c(C(=O)N/N=C/c3ccc(C(C)C)cc3)nnn2-c2nonc2N)CC1	.	.	-6%	4%	7.8	37	-1.4%	2%	6%	1%	8%
COc1ccc(OC)c(N(C(=O)c2snc(C(N)=O)c2N)C(C(=O)NCC2CCCO2)c2ccc3ncccc3c2)c1 (configuration not stated)	i	2.2	-4%	0%	-0.6	44	0.6%	4%	3%	0%	-9%
NC(=O)Cn1c(=O)n(Cc2ccccc2)c(=O)c2cccnc21	i	0.6	8%	1%	-0.1	46	0.5%	-2%	8%	-7%	-2%
Cc1cc2cc(C)c3nnc(SCC(=O)Nc4ccc(S(=O)(=O)N5CCCCC5C)cc4)n3c2cc1C (configuration not stated)	i	0.7	2%	1%	3.7	45	0.9%	-16%	8%	0%	-11%
COc1ccc(Nc2c3c(nc4ccccc24)CCC3)c(OC)c1	i	0.6	7%	8%	6.7	88	1.1%	5%	.	4%	-4%
CCCCNC(=O)CNC(=O)c1nn(-c2ccc(OC)c(Cl)c2)c(=O)c2ccccc12	i	0.3	4%	3%	2.3	95	-0.6%	8%	5%	-3%	-4%
COCCCNC(=O)N1c2ccccc2Sc2ccccc21	i	0.6	4%	-1%	-0.5	53	-1.0%	-3%	12%	1%	-5%
Cc1ccc(-n2c(SCC(=O)OC(C)C)nnc2-c2cnccn2)cc1	i	0.9	2%	-1%	1.0	96	-0.6%	-2%	2%	-2%	-5%
CCOc1ccc(NC(=O)CN2CCN(CC(=O)c3ccc(OC)c(OC)c3)CC2)cc1	i	0.9	-2%	2%	1.2	42	2.8%	2%	-1%	-10%	3%
COc1ccc(NC2=C(C(C)=O)C(c3ccc(OC)cc3)C(C(C)=O)C(C)(O)C2)cc1 (configuration not stated)	i	0.4	3%	4%	-0.8	33	-3.9%	-10%	.	-5%	-1%
COc1ccc(N(C(=O)c2ccco2)C(C(=O)NC2CCCC2)c2cccs2)cc1 (configuration not stated)	i	0.2	10%	-2%	-0.5	36	-0.9%	-5%	-1%	.	-4%
CCn1nc(C(=O)OCc2c(C)noc2C)c2ccccc2c1=O	i	0.3	-11%	0%	-1.4	102	-0.8%	-14%	4%	-5%	4%
CCOC(=O)Cc1csc(NC(=O)c2sc3nc4cc(C)ccc4cc3c2N)n1	i	2.5	6%	-2%	3.3	41	20%	-5%	2%	-3%	6%
CC1Cc2ccccc2N1CC(=O)Nc1ccc(N2CCOCC2)cc1 (configuration not stated)	i	0.1	6%	5%	-1.2	99	-0.9%	-22%	3%	5%	-1%
Cc1ccccc1NS(=O)(=O)c1ccc(C(=O)NNC(=O)c2ccccc2O)cc1	i	0.7	.	.	0.3	72	.	.	1%	5%	.
CC(C)(C)c1ccc(C(=O)N2CCC(C(=O)NCc3ccco3)CC2)cc1	.	.	1%	8%	1.3	37	1.2%	5%	4%	0%	-5%
Cc1cccc(CN2C(=O)c3ccccc3Sc3ccc(C(=O)O)cc32)c1	i	1.2	12%	5%	1.5	55	6.7%	-3%	12%	-12%	-4%
CN1C2CCC1CC(NS(=O)(=O)c1ccc(C#N)cc1)C2 (configuration not stated)	i	1.0	2%	5%	0.1	60	-0.1%	11%	3%	-1%	-9%
O=C(CCC(=O)Nc1ccc(Cl)cc1Cl)NNC(=O)Nc1ccccc1	i	0.3	-6%	2%	1.1	31	-0.2%	2%	1%	-11%	-4%
CCc1ccc(C(=O)Nc2cc(C)on2)o1	i	0.4	1%	-2%	2.9	46	-1.2%	-8%	4%	5%	-6%
Cc1nc(NC(=S)Nc2ccccc2)sc1C	i	0.3	9%	-12%	1.2	74	-0.7%	9%	6%	-3%	5%
COc1cccc(CCNC(=O)CCc2nnc(Cc3cc(OC)ccc3OC)o2)c1	i	0.5	-3%	10%	-0.1	55	1.0%	-4%	11%	0%	-7%
Cc1nn(Cc2ccc([N+](=O)[O-])cc2)c(=O)n1N(C)c1ncc(C(F)(F)F)cc1Cl	i	2.0	-4%	5%	-3.0	62	-1.8%	-16%	9%	9%	1%
Cc1onc(-c2c(F)cccc2Cl)c1C(=O)c1ccccc1	i	1.0	14%	4%	2.6	53	-1.8%	-1%	-10%	-4%	-1%
COc1ccc2c(c1)C(C)=CC(C)(C)N2S(=O)(=O)c1ccc(C)cc1	?	.	9%	1%	3.5	50	0.0%	-1%	0%	2%	2%
CCOc1ccccc1NC(=O)COc1coc(CN2CCc3ccccc32)cc1=O	i	0.3	.	.	3.5	53	.	.	1%	-6%	.
CN1C(=O)NC(NC(=O)c2ccco2)(C(F)(F)F)C1=O (configuration not stated)	i	1.0	-4%	1%	-0.2	86	-2.0%	20%	6%	-4%	4%
Cc1ccc(S(=O)(=O)N2CCCCC2C(=O)NCc2ccco2)cc1 (configuration not stated)	i	0.0	5%	-1%	0.1	66	3.6%	-7%	8%	-5%	6%
Cc1nnc(SCC(=O)c2c(N)n(Cc3ccccc3)c(=O)n(C)c2=O)n1C	i	0.6	8%	4%	-0.3	47	0.6%	-11%	3%	-10%	-3%
O=C(Cn1c(=O)n(CC(=O)N2CCCCC2)c(=O)c2sccc21)NCc1ccccc1	i	1.1	16%	3%	-0.7	82	1.1%	-10%	8%	1%	-10%
Cc1ccc(C(=O)N2CCC(n3nccc3NC(=O)C3CCOC3)CC2)cc1 (configuration not stated)	i	2.3	1%	0%	1.1	54	0.5%	2%	3%	-2%	-2%
CCOc1ccc(-n2c(SCC(=O)OC)nc3sc4c(c3c2=O)CCN(C)C4)cc1	i	0.8	2%	-1%	0.2	81	1.6%	-9%	.	4%	7%

A run of entries from further up, as a working copy:
SMILES	Myeloid diff 2	Myeloid diff 2 GFP+ MAC1+ %	GPR55 LPI antagonism	Siah-1 displacement	NTR1 ag	NTR1 ag cell count 20 µM	HIV peptide binding	GPR35 antagonists	MgcRacGAP inhibition	Salmonella PhoP GFP	LYP phosphatase
COc1cccc(CCNC(=O)CCc2nnc(Cc3cc(OC)ccc3OC)o2)c1	i	0.5	-3%	10%	-0.1	55	1.0%	-4%	11%	0%	-7%
Cc1nn(Cc2ccc([N+](=O)[O-])cc2)c(=O)n1N(C)c1ncc(C(F)(F)F)cc1Cl	i	2.0	-4%	5%	-3.0	62	-1.8%	-16%	9%	9%	1%
Cc1onc(-c2c(F)cccc2Cl)c1C(=O)c1ccccc1	i	1.0	14%	4%	2.6	53	-1.8%	-1%	-10%	-4%	-1%
COc1ccc2c(c1)C(C)=CC(C)(C)N2S(=O)(=O)c1ccc(C)cc1	?	.	9%	1%	3.5	50	0.0%	-1%	0%	2%	2%
CCOc1ccccc1NC(=O)COc1coc(CN2CCc3ccccc32)cc1=O	i	0.3	.	.	3.5	53	.	.	1%	-6%	.
CN1C(=O)NC(NC(=O)c2ccco2)(C(F)(F)F)C1=O (configuration not stated)	i	1.0	-4%	1%	-0.2	86	-2.0%	20%	6%	-4%	4%
Cc1ccc(S(=O)(=O)N2CCCCC2C(=O)NCc2ccco2)cc1 (configuration not stated)	i	0.0	5%	-1%	0.1	66	3.6%	-7%	8%	-5%	6%
Cc1nnc(SCC(=O)c2c(N)n(Cc3ccccc3)c(=O)n(C)c2=O)n1C	i	0.6	8%	4%	-0.3	47	0.6%	-11%	3%	-10%	-3%
O=C(Cn1c(=O)n(CC(=O)N2CCCCC2)c(=O)c2sccc21)NCc1ccccc1	i	1.1	16%	3%	-0.7	82	1.1%	-10%	8%	1%	-10%
